# Assay outcomes: PubChem, NCI
# Growth percent in the NCI-60 one-dose screen (48 h, 10 µM unless noted): 100 = growth as untreated, 0 = no growth, -100 = all killed.
# SN12C: SN12C renal cancer cells; 81,000 tested, 3.8% active; AID 1794767
# ACHN: ACHN renal cancer. 81,000 tested, 4.9% active
# RXF 393: RXF 393 renal cancer cells. AID 1794773. 77,000 tested, 6.9% active
# CAKI-1: CAKI-1 renal cancer; 75,000 tested, 4.7% active; AID 1794772
# PC-3: PC-3 prostate cancer cells. 80,000 tested, 3.9% active
# 786-0: 786-0 renal cancer cells; AID 1794775; 81,000 tested, 5.1% active
# A498: A498 renal cancer cells | 76,000 tested, 5.4% active
# TK-10: TK-10 renal cancer cells; AID 1794769; 81,000 tested, 3.9% active
# UO-31: UO-31 renal cancer | AID 1794768 | 81,000 tested, 5.2% active
# Starred values were filed as active, the others as inactive; . = not tested or not shown; & = joins results of further samples; [ ] = another dose, or the depositor's remark. The calls were made as follows: active = growth percent below 10; inactive = the rest. No enrichment for hits. Share with any hit: about 11%.
SMILES,SN12C,ACHN,RXF 393,CAKI-1,PC-3,786-0,A498,TK-10,UO-31
CCOC(=O)c1cnn(CC(O)CC)c1NC(=O)NCc1ccc(C(F)(F)F)cc1 (configuration not stated),99.7,100.4,106.8,86.8,87.0,66.1,104.9,89.6,77.5
Brc1ccc(-c2cc(-c3ccccn3)[nH]n2)cc1,115.3,105.9,108.5,109.9,95.3,96.6,95.3,.,98.1
Cn1cc(-c2cc(N)n3nc(-c4cn(C)c5ccccc45)cc3n2)c2ccccc21,88.6,94.8,95.6,94.6,88.8,63.7,77.8,99.3,85.9
O=C(/C=C/c1cn(-c2ccccc2)nc1-c1ccc(OCc2ccccc2)cc1)c1ccccc1,77.6,87.5,104.3,85.3,79.8,94.5,80.5,100.9,74.2
Nc1ncnc2c1ncn2[C@@H]1C=C[C@H](CO)[C@H]1CO,92.3,96.2,98.8,92.1,91.4,99.6,96.1,108.3,89.7
NS(=O)(=O)c1cccc(Nc2nc(SCC(=O)c3ccccc3)nc3ccccc23)c1,94.5,101.0,97.7,97.9,87.4,97.2,79.6,.,93.9
Cc1nn(-c2ccccc2)c(N2CCCC2)c1-c1nc2ccccc2[nH]1,100.1,92.6,106.0,78.4,95.8,114.6,69.4,133.7,75.9
Cc1nc2scc(-c3ccc(Cl)cc3)n2c(=O)c1CCCl,93.2,99.3,112.4,99.2,88.5,110.9,72.0,118.9,75.0
CCOC(=O)C1=C(CSC(=S)N(C2CCCCC2)C2CCCCC2)N(C)C(=O)NC1c1ccccc1 (configuration not stated),71.2,37.8,43.6,25.4,21.6,48.6,.,74.0,44.5
CC1CC=C(C(=O)O)CC1 (configuration not stated),101.6,103.8,106.4,124.9,101.4,.,111.9,100.0,.
CSc1nc(-c2cccs2)c2c(N)nn(S(=O)(=O)c3ccccc3)c2n1,91.2,92.6,98.9,88.5,92.0,93.1,90.5,102.3,70.1
COc1ccccc1/C=N/NC(=O)c1ccc(S(C)(=O)=O)cc1,94.7,105.8,111.7,91.2,80.9,104.7,98.4,110.4,85.7
Nc1nc(N)c2c(n1)NC(c1ccc3c(c1)OCO3)CC(c1ccc(Cl)cc1)=N2 (configuration not stated),98.0,101.3,75.5,92.0,91.1,91.8,76.5,122.4,89.1
Nc1nnnn1-c1cccc([N+](=O)[O-])c1,92.9,100.1,108.9,88.3,103.8,108.2,73.5,104.3,.
Nc1ncnc2c1c(-c1ccc(Oc3ccccc3)cc1)nn2C[C@H]1SSC[C@H]1O,20.7,10.3,-4.7*,.,50.7,12.9,18.9,.,-3.4*
CC(=O)Oc1c(C2=NN(C(C)=O)C(c3ccc(Cl)cc3)O2)sc2nnc(-c3ccccc3)c(-c3ccccc3)c12 (configuration not stated),80.2,72.0,88.0,.,.,94.7,.,94.1,83.3
c1ccc(-c2nc(N3CCOCC3)nc3ccccc23)cc1,99.9,81.2,89.3,49.9,102.6,79.3,82.4,87.8,64.6
CCCCCCNC(=O)Oc1ccc(/C(=C(/C)c2ccccc2)c2ccc(OCCN3CCCCCC3)cc2)cc1,42.8,69.3,9.0*,35.9,38.7,-0.5*,78.7,104.3,28.9
FC(F)(F)c1ccc(-c2cnc(-c3nn[nH]n3)nc2NC2CCCCCC2)cc1,50.9[50 µM],68.9[50 µM],88.7[50 µM],36.8[50 µM],28.5[50 µM],49.8[50 µM],61.5[50 µM],104.8[50 µM],38.2[50 µM]
COC(=O)c1ccc(-n2cc(CCCOS(=O)(=O)c3ccc(F)cc3)nn2)cc1,100.0,101.1,105.5,90.6,93.4,97.1,84.4,101.8,88.2
N#C/C(=C\c1ccc(-c2ccccc2)cc1)C(N)=O,104.6,104.2,106.3,.,97.4,96.5,107.1,98.5,82.1
NC(=O)NC(=O)/C=C/C(=O)OCCCl,104.3,79.9,105.2,99.6,92.1,124.6,103.2,72.1,89.2
C=C1CCOC2(C(O)C(C)(O)CO)NC(=O)C1(O)NC2=O (configuration not stated),106.4,95.6,105.3,94.0,82.0,89.7,111.6,111.6,96.1
CS(=O)(=O)c1ccc([C@@H](O)[C@@H](CO)NC(=O)C(Cl)Cl)cc1,.,.,.,86.7,81.4,95.9,96.7,102.6,78.9
C=C1C(=O)O[C@H]2[C@H]1CC/C(COC(=O)CSCSCC(=O)OC/C1=C/CC[C@@]3(C)O[C@H]3[C@H]3OC(=O)C(=C)[C@@H]3CC1)=C\CC[C@@]1(C)O[C@@H]21,5.1*,8.0*,-86.7*,15.9,0.5*,-6.8*,83.6,15.3,-0.9*
O=C(SC1=NCCS1)SC1=NCCS1,99.8,108.6,.,111.7,103.2,97.1,116.2,120.7,92.2
COc1cc(C2CC(c3ccc4c(c3)OCO4)=NN2C=O)ccc1OCCN(C)C (configuration not stated),110.6,104.8,102.4,.,79.1,102.7,94.4,.,72.9
Cc1nnc(NC(=O)c2ccccc2O)nc1C,101.8,108.7,114.3,104.0,100.0,107.3,83.0,108.5,90.0
O=C(Nc1cc(Nc2ncccc2-c2ncnc3nc[nH]c23)ccc1F)c1cc(C(F)(F)F)cc(C(F)(F)F)c1,16.5,-7.8*,-63.4*,.,-45.1*,-3.1*,-19.1*,-16.9*,-37.4*
Cc1ccc(S(=O)(=O)c2nc(-c3ccccc3)oc2Sc2nc3ccccc3s2)cc1,61.4,96.8,77.3,91.5,97.2,35.3,80.4,111.0,64.3
COc1ccc(C[n+]2c3ccccc3n3c4ccc(N)cc4ccc32)c(OC)c1OC,6.4*,100.9,69.7,96.6,43.3,75.9,81.3,78.2,88.7
CC(C)(C)CC(C)(C)NS(=O)(=O)NC(C)(C)CC(C)(C)C,92.8,117.3,85.7,92.5,86.5,101.9,87.5,107.3,83.9
CCCC(=O)OCC1OC(n2cnc3c(=S)nc[nH]c32)C(OC(=O)CCC)C1OC(=O)CCC (configuration not stated),49.9,41.5,.,.,59.7,22.3,30.8,6.6*,32.6
COc1cc2c(cc1OC)C1(NCC2)C(=O)N(Cc2ccc(C)cc2)c2ccccc21 (configuration not stated),91.9,93.6,88.0,75.0,57.8,95.3,82.8,110.5,74.8
O=C1CC2(CCCCC2)Oc2cccnc21,103.9,100.5,107.8,96.1,101.7,100.2,84.0,100.4,87.1
COc1ccc(/C=C/C(=O)c2ccc(OC)c(S(=O)(=O)NNC(=O)c3ccncc3)c2)cc1,104.2,102.9,102.3,91.9,99.6,102.1,104.9,98.0,80.3

# Given as tab-separated lines: three of the compounds above.
structure	SN12C	ACHN	RXF 393	CAKI-1	PC-3	786-0	A498	TK-10	UO-31
C=C1C(=O)O[C@H]2[C@H]1CC/C(COC(=O)CSCSCC(=O)OC/C1=C/CC[C@@]3(C)O[C@H]3[C@H]3OC(=O)C(=C)[C@@H]3CC1)=C\CC[C@@]1(C)O[C@@H]21	5.1*	8.0*	-86.7*	15.9	0.5*	-6.8*	83.6	15.3	-0.9*
O=C(SC1=NCCS1)SC1=NCCS1	99.8	108.6	.	111.7	103.2	97.1	116.2	120.7	92.2
COc1cc(C2CC(c3ccc4c(c3)OCO4)=NN2C=O)ccc1OCCN(C)C (configuration not stated)	110.6	104.8	102.4	.	79.1	102.7	94.4	.	72.9

# (listing goes on)
SMILES,SN12C,ACHN,RXF 393,CAKI-1,PC-3,786-0,A498,TK-10,UO-31
Cc1ccc2cccc([N+](=O)[O-])c2n1,100.4&98.8,96.9&104.7,110.4&118.9,95.6&96.5,102.0&99.7,98.3&117.9,108.8&116.5,110.9&108.8,73.6&88.3
Clc1ccc(-c2cc(C(Cl)Cl)no2)cc1,102.5,109.2,104.8,102.4,102.2,113.7,99.5,125.0,93.6
COc1ccc(-c2cc(-n3nnnc3-c3ccccc3)no2)cc1,95.4,89.6,109.3,92.8,93.2,98.8,100.2,93.6,76.5
CCSc1ccc2c(c1)N(CCCN1CCN(C)CC1)c1ccccc1S2,57.6,43.5,18.6,50.0,51.9,43.2,.,55.6,9.7*
C=CN1CCCC1=O,97.3&105.9,102.2&94.0,120.1,.,99.9,92.8&104.1,92.8&113.4,99.7&104.2,99.5&92.0
N=C1CC(=O)NN1c1nc(Nc2ccccc2)nc(Nc2ccc(S(N)(=O)=O)cc2)n1,100.7,101.9,111.0,96.7,99.7,99.8,83.6,108.8,97.3
Cc1ccc(S(=O)(=O)Nc2ccc(C(=O)CC3(O)C(=O)Nc4ccccc43)cc2)cc1 (configuration not stated),102.0,102.2,109.6,90.3,98.4,105.0,90.2,102.5,91.5
COc1cc(Nc2ncccc2NC(=O)c2cn(Cc3cccc(Oc4ccccc4)c3)nn2)cc(OC)c1,84.2,86.1,74.6,83.9,66.5,87.2,76.2,100.0,50.7
COc1ccc2nc(-c3ccccc3)cc(C(C)=O)c2c1,94.9,97.7,101.8,87.9,84.4,95.8,74.8,89.7,73.8
CC(C)=CCOc1cc(NC(=S)c2ccoc2C)ccc1Cl,67.4,66.3,25.8,64.4,66.6,75.0,.,96.2,54.8
COc1cc(Cl)cc(-c2nn(-c3cccc(NC(=O)Nc4ccc(Cl)c(C(F)(F)F)c4)c3)cc2-c2ccncc2)c1,13.8,8.8*,-29.9*,9.4*,-13.0*,-4.8*,-9.2*,37.5,11.1
CC(=O)Nc1nc(C)c(-c2n[nH]c(=S)n2-c2ccccc2)s1,98.8,104.8,110.1,87.8,103.8,103.5,.,118.8,76.8

# Molecules from the list above containing a nitro group on carbon, in the order listed:
SMILES,SN12C,ACHN,RXF 393,CAKI-1,PC-3,786-0,A498,TK-10,UO-31
Nc1nnnn1-c1cccc([N+](=O)[O-])c1,92.9,100.1,108.9,88.3,103.8,108.2,73.5,104.3,.
Cc1ccc2cccc([N+](=O)[O-])c2n1,100.4&98.8,96.9&104.7,110.4&118.9,95.6&96.5,102.0&99.7,98.3&117.9,108.8&116.5,110.9&108.8,73.6&88.3

# New compounds follow.
SMILES,SN12C,ACHN,RXF 393,CAKI-1,PC-3,786-0,A498,TK-10,UO-31
Cc1cc(O)c(C(C)C)cc1SC#N,.,96.6,104.0,93.9,74.6,94.5,77.6,89.9,82.1
CCOC(=O)/C=C1\S/C(=N\Nc2ccc([N+](=O)[O-])cc2[N+](=O)[O-])N(Cc2ccccc2)C1=O,57.3,84.3,78.0,81.1,64.5,91.2,70.4,115.3,66.4
NCCC(=O)Nc1nc2c(s1)C[C@@H](NC(=O)c1cc(Cl)c(Cl)[nH]1)CC2,92.4,99.8,110.8,89.4,99.9,101.2,84.0,101.1,83.3
N#Cc1ccc2nc[nH]c2c1,109.8,-68.5*,108.7,95.0,104.8,106.4,98.7,107.9,91.4
Cc1ccc(/C=C/C(=O)c2ccc(C)cc2)cc1,102.2,101.5,102.5,99.2,99.5,80.7,90.9,84.3,84.4
CC(=O)C(=Cc1ccc(N(C)C)cc1)C(C)=O,102.6,111.3,97.5,96.1,98.3,93.3,119.8,90.2,86.5
C=CCn1c(SCC(=O)Nc2ccc(C(=O)/C=C/c3cccc([N+](=O)[O-])c3)cc2)nnc1-c1c[nH]c2ccccc12,85.2,91.1,.,87.1,77.8,106.3,87.4,101.8,67.8
O=C1c2ccccc2C(=O)N1CCCl,97.6,97.0,115.6,114.5,99.1,99.5,104.4,109.9,90.1
CN(C)/C(N)=N/N=C(c1ccccn1)c1ccccn1,95.5,96.3,118.3,95.0,77.7,105.2,102.3,105.2,83.6
CN(C)CCCNc1nc(=O)n(-c2ccc3c(c2)OCCO3)c(=O)n1Cc1ccc(C(C)(C)C)cc1,103.1,105.7,87.1,94.5,91.1,96.4,100.0,108.0,79.5
CN1CCN(Cc2ccc(NC(=O)c3cncc(C#Cc4cccnc4)c3)cc2C(F)(F)F)CC1,63.3,52.3,.,71.3,75.5,95.7,103.9,99.8,55.2
Cc1ccc(-c2nc(SCC(=O)c3ccc(Br)cc3)[nH]c(=O)c2C#N)o1,106.3,104.3,113.9,94.0,114.6,90.3,93.0,114.5,73.1
C=CCc1c(N(C)c2ccc(C)cc2)ncnc1-n1c(C)nc2ccccc21,84.6,73.4,100.3,65.9,49.0,88.8,84.4,94.8,62.3
CCOC(=O)CC/C(C)=N\Nc1ccc([N+](=O)[O-])cc1,77.6,36.8,97.5,40.6,49.7,72.9,85.1,58.2,30.3
COc1ccc(C2=NN(c3nc(-c4ccccc4)c(C#N)c(=O)n3C)C(c3ccc(OC)cc3)C2)cc1 (configuration not stated),92.7,98.1,108.9,85.9,84.1,99.2,104.0,117.1,80.4
CC(=O)CCC=C1CCCCC1,104.0,99.3,109.4,93.7,93.1,104.0,82.7,87.1,83.3
COc1ccc(/C=N/n2c(CN3CCOCC3)nc3ccccc3c2=O)cc1,93.5,100.9,108.2,97.8,99.9,100.4,99.1,98.3,88.6
COc1cc2c(=O)n(CCCn3ccnc3)c3c4cc5c(cc4ccc3c2cc1OC)OCO5,16.9,.,-27.0*,.,11.6,-57.3*,-75.6*,35.3,-27.3*
CCCc1c(OC(=O)c2ccccc2)nc2[nH]c(=O)sc2c1C,92.0,106.5,100.9,95.6,97.2,106.3,108.0,96.1,82.3
CCOc1ccc(Nc2cccc3ccccc23)cc1,95.4,82.0,114.8,84.5,67.5,83.9,101.6,137.1,76.6
CCOC(=O)CC(CC(=O)OCC)(C(=O)OCC)C(=O)OCC,103.0,112.0,112.8,92.5,103.0,97.2,92.5,91.7,90.3
